High-throughput results from PubChem BioAssay.
IDH1 R132H inh: qHTS for Inhibitors of mutant isocitrate dehydrogenase 1 (IDH1): qHTS | Potency, µM (top dose mostly 76.6 µM), for inactives: top-dose activity change, negative = inhibition, most hits filed as inhibitors | IDH1-R132H enzyme, NADPH consumption, diaphorase/resazurin fluorescence | AID 602179, 2012 | 0.093% of 390,000 active | Isocitrate dehydrogenase [NADP] cytoplasmic (Homo sapiens), O75874; further: potency means the concentration at half of the fitted maximal effect; on the % scale 0 is the no-effect control and ±100 the full control effect; nearly all actives have a fitted effect of over 65% in size
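IDH1-R132H (0.5 ug/mL) preincubated 30 min with compound, then NADPH (0.016 mM) and alpha-KG (2 mM) added; 80 min at RT, pH 7.5. Remaining NADPH coupled via diaphorase/resazurin to fluorescence (540/590 nm); concentration-response curves normalized to no-enzyme control.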
PI4K2A block: qHTS for small molecular inhibitors of PI4K2A | Phosphatidylinositol 4-kinase type 2-alpha (Homo sapiens), Q9BTU6 | purified PI4K2A, ADP-Glo luminescence, 1 h; hits give low values | activity change, negative = inhibition, % at 76.9 µM | 0.13% of 420,000 active | AID 1346378, 2018; in the data active means activity change below about -50%; inconclusive means mostly about -30% to -49%;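 further: -100% = wells without enzyme as full effect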
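ADP-Glo luminescence measured ADP generated by PI4K2A enzyme (4 ug/mL before mixing) with 1.2 mM PI substrate (pre-mix) and 300 microM ATP (pre-mix). Tris pH7.5 buffer with MgCl2, Triton X-100; 1 h reaction at ambient temperature.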
RXFP1 agonist: qHTS Assay for Agonists of the Relaxin Receptor RXFP1 | Relaxin receptor 1 (Homo sapiens), Q9HBX9 | HEK293T-RXFP1 cAMP TR-FRET, 30 min; response scale: percent of porcine relaxin response, buffer zero | Potency, µM (doses to about 57.5 µM), inactives show at the top dose activation, most hits filed as activators | 0.3% of 370,000 active; further: potency means the concentration at half of the fitted maximal effect; on the % scale 0 is the no-effect control and ±100 the full control effect; nearly all actives have a fitted effect of over 60% in size; many of its hits are not listed in these tables
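Agonist response is measured as cAMP accumulation in an RXFP1-transfected HEK293T line under PDE4 inhibition. Values are scaled between buffer-only and 29 nM porcine relaxin, and EC50s come from standard Hill equation fits.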
LDHA block: qHTS assay for inhibitors of human lactate dehydrogenase; L-lactate dehydrogenase A chain (Homo sapiens), P00338; purified LDHA, NADH/diaphorase-resazurin fluorescence; hits give low values; activity change, % (values are at about 110 or 230 µM); 0.15% of 480,000 active; AID 1347041, 2019; in the data active means activity change below about -30%; inconclusive means mostly about -25% to -30%;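 further: plate controls were DMSO wells for no effect and wells without enzyme for full effect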
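Remaining NADH was detected by diaphorase (0.133 mg/mL) converting 37 µM resazurin to fluorescent resorufin, read at 0 and 20 minutes. The preceding 5-minute room-temperature reaction used 2 nM LDHA, 0.2 mM sodium pyruvate and 0.06 mM NADH at pH 7.4.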
Vif-APOBEC3G blk: qHTS for Inhibitors of Vif-A3G Interactions: qHTS; 0.076% of 410,000 active; HeLa A3G-eYFP + Vif (tagged APOBEC3G with the HIV-1 protein that degrades it), YFP fluorescence, overnight; DNA dC->dU-editing enzyme APOBEC-3G (Homo sapiens), Q9HC16; Potency, µM (series often up to 46.1 µM), without a hit: at the top dose activity, negative = active, actives largely listed as inhibitors;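 further: potency means the concentration at half of the fitted maximal effect; on the % scale 0 is the no-effect control and ±100 the full control effect; nearly all actives have a fitted effect of over 60% in size; hits raise eYFP signal because A3G escapes Vif-driven loss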
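Read-out is eYFP fluorescence (Ex 488/Em 500-530) from Vif-expressing HeLa A3G-eYFP cells; more signal means A3G escaped Vif-mediated degradation. Cells plated overnight, compound pinned in, incubated overnight at 37 deg C.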
USP1-UAF1 inh: Inhibitors of USP1/UAF1: Primary Screen; Ubiquitin carboxyl-terminal hydrolase 1 (Homo sapiens), O94782; recombinant USP1/UAF1, Ub-Rhodamine cleavage fluorescence; Potency, µM (series often up to 57.1 µM), for the others: top-dose activity change, negative = inhibition, usual class: inhibitors; 0.23% of 390,000 active; AID 743255, 2014; further: potency means the concentration at half of the fitted maximal effect; on the % scale 0 is the no-effect control and ±100 the full control effect; nearly all actives have a fitted effect of over 60% in size; inactives centre near -12
Target sequence (O94782 whole entry, looked up): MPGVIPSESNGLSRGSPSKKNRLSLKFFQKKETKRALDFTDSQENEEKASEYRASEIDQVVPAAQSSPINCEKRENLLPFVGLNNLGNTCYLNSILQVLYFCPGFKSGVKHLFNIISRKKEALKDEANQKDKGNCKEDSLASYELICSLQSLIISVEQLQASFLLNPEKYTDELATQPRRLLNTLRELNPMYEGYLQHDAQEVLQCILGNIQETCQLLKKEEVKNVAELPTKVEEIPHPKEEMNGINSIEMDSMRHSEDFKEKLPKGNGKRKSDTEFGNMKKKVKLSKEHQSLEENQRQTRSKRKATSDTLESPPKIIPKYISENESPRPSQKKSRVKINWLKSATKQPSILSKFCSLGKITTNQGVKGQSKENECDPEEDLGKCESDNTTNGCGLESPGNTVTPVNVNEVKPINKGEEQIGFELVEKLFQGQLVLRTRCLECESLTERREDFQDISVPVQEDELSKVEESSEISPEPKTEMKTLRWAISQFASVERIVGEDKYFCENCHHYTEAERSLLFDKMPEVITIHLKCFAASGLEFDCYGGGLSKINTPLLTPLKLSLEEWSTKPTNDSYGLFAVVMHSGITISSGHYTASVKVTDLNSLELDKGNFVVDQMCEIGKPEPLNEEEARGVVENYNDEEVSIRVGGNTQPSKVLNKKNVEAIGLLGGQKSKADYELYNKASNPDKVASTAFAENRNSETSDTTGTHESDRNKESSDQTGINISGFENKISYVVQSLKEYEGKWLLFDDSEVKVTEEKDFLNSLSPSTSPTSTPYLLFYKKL
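USP1/UAF1 complex (1 nM) preincubated 15 min at room temperature with compound, then Ub-Rho substrate (150 nM final) added. Kinetic fluorescence at 480/540 nm over 6 reads at 60 s intervals; 50 mM HEPES pH 7.8, 0.5 mM EDTA, 0.1 mg/ml BSA, 1 mM TCEP, 0.01% Tween-20.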
GRP78 ERSR act: qHTS for Inducers of the Endoplasmic Reticulum Stress Response (ERSR) in Human Glioma: qHTS | U87-MG GRP78 promoter luciferase reporter, 16 h | Potency, µM, for the others: top-dose activation, hits mostly activators | 0.02% of 420,000 active | AID 602332, 2012; further: potency means the concentration at half of the fitted maximal effect; series mostly up to about 76 µM; % of control where 0% means no effect; nearly all actives have a fitted effect of over 35% in size
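ERSR induction read as luciferase luminescence (Bright-Glo, 10 min at room temperature) in stably transfected human U87-MG glioma cells exposed to compounds for 16 h, using GRP78 as sensor.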
TrxR1 substrate: qHTS Assay for Substrates of Mammalian Selenoprotein Thioredoxin Reductase 1 (TrxR1): qHTS. AID 588456, 2011. Potency, µM (titrated, usually from 114 µM), without a hit: top-dose activity change, negative = substrate turnover. 0.01% of 390,000 active. purified TrxR1 substrate turnover, NADPH consumption readout. Thioredoxin reductase 1, cytoplasmic (Rattus norvegicus), O89049; further: potency means the concentration at half of the fitted maximal effect; on the % scale 0 is the no-effect control and ±100 the full control effect; nearly all actives have a fitted effect of over 50% in size
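Rat TrxR1, dispensed at 90 nM, was prereduced with 400 uM NADPH (final) for 5 min at ~22 deg C, then incubated with compound 15 min before 400 uM selenite. A first-read NADPH fluorescence drop versus no-compound background flagged substrates.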
Vif-A3F inh: qHTS for Inhibitors of Vif-A3F Interactions: qHTS; HeLa A3F-eYFP + Vif (tagged APOBEC3F with the HIV-1 protein that degrades it), YFP fluorescence increase; Potency, µM (highest dose often 46.1 µM), for the others: at the highest dose activity, negative = active; 0.2% of 390,000 active; AID 602313, 2012; further: potency means the concentration at half of the fitted maximal effect; % of control where 0% means no effect; nearly all actives have a fitted effect of over 65% in size
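Fluorescence increase (Ex 488/Em 500-530) after overnight compound treatment at 37 deg C flags inhibition of Vif-driven A3F-eYFP loss in stable HeLa A3F-eYFP/Vif cells seeded overnight beforehand.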
The depositor's hits bear a star; ? = inconclusive; / = no result given; [ ] = dose if it differs, or a comment. Unless noted, the call rests on the fitted dose curve; in most records, active means well fitted curve in the direction sought with a large enough effect; inconclusive means small, poorly fitted or top-dose-only effect, or another doubt; inactive means no such curve, though single readings can be large; an effect the other way counts as inactive or inconclusive. The list is partial. The share of hits here may be higher or lower than overall.

Under each structure – IDH1 R132H inh	PI4K2A block	RXFP1 agonist	LDHA block	Vif-APOBEC3G blk	USP1-UAF1 inh	GRP78 ERSR act	TrxR1 substrate	Vif-A3F inh
1	CCn1c(Oc2ccccc2C)nc2c1c(=O)n(C)c(=O)n2C
  11%	-2	0.1%	0	5%	-1%	-3%	5%	?
2	CCN(C(=O)Cc1c(C(=O)O)n(C)c2ccccc12)c1ccc(F)cc1
  6%	-2	0.8%	-10	0%	-31%	-3%	5%[57.1 µM]	13%
3	Cc1ccc(C(=O)NCC(=O)NCC(=O)OCC(=O)c2cccs2)cc1
  4%	-5	4.7%	-8	0%	-14%	-4%	-21%[57.1 µM]	-8%
4	COc1ccc(-c2cc(OC(=O)c3ccc(F)cc3)c3c(C)oc(C)c3c(=O)c2)cc1OC
  -13%	-4	-3.5%	-1	0%	?	-1%	11%	-15%
5	c1ccc2c(c1)nnn2-c1ccncc1
  2%	6	/	-2	-1%	-5%	1%	/	-5%
6	Cc1ccc(S(=O)(=O)CCC(=O)OCc2nnc(-c3ccc([N+](=O)[O-])cc3)o2)cc1
  6%	0	/	-2	1%	-16%	-4%	-1%	6%
7	COC(=O)Cc1ccc(NC(=S)NN2CCOCC2)cc1
  1%	-4	4.8%	-7	-2%	-15%	-4%	-3%	-3%
8	COc1ccc(S(=O)(=O)Nc2cc(C)cc(C)n2)c2ccccc12
  4%	-1	1.6%	-13	-1%	-13%	0%	14%	-1%
9	CCOCCn1c(COc2ccccc2)nc2ccccc21
  3%	-2	-0.4%	-8	-6%	-23%	-1%	9%[57.1 µM]	0%
10	CCOc1ccccc1N1CCN(C(=O)c2ccc(NS(=O)(=O)c3ccc4[nH]c(=O)[nH]c4c3)cc2)CC1
  -4%	2	0.9%	-4	1%	-5%	3%	-3%[57.1 µM]	-10%
11	C=CCSC1=Nc2sccc2C2=NC(=O)CN12
  4%	2	7.0%	-1	-5%	-14%	-1%	5%[57.1 µM]	-12%
12	COc1ccc2[nH]c(=O)c(CN(c3ccc(C)c(C)c3)S(C)(=O)=O)cc2c1
  0%	-2	2.2%	-3	1%	-6%	-3%	-9%	15%
13	NC(=O)c1sc2nc(-c3ccccc3)c3c(c2c1N)CCCC3
  -7%	-1	27%	-9	0%	-14%	0%	2%	0%
14	N#Cc1c(-c2ccc(Cl)cc2)c(-c2ccc(Cl)cc2)nn(CCOC(=O)CCC(=O)O)c1=O
  1%	0	/	0	?	-17%	-6%	10%[57.1 µM]	17%
15	CCCC(=O)Nn1cnc2c(c1=O)C1(CCCC1)Cc1ccccc1-2
  -1%	-6	-0.7%	-17	-3%	-14%	-4%	3%	-8%
16	O=C(NCCCN1CCN(c2ccc(F)cc2)CC1)c1cccc(N2CCCC2=O)c1
  -6%	-5	0.8%	0	-4%	-4%	5%	2%	-5%
17	Cc1ccc(CNc2ccc(-c3nc(-c4ccccn4)no3)cc2[N+](=O)[O-])cc1
  0%	-5	-7.2%	0	1%	-6%	2%	-1%	?
18	CC(C)Oc1ccc(C(=O)N(Cc2ccco2)c2ccccn2)cc1
  11%	-10	2.9%	0	-1%	-22%	-2%	2%	-6%
19	Cc1cc(/C=C(\C#N)C(=O)Nc2ccc(F)cc2)c(C)n1-c1ccc(N2CCOCC2)c([N+](=O)[O-])c1
  5%	0	1.2%	-2	0%	-10%	-5%	-7%	1%
20	Cc1cccc(-n2c(SCc3cc(=O)n4ccsc4n3)nc3ccccc32)c1
  3%	-7	5.8%	-4	-4%	-5%	-3%	-3%[57.1 µM]	3%

3 compounds from above, arranged by their value in USP1-UAF1 inh, descending:
No.	structure	USP1-UAF1 inh
17	Cc1ccc(CNc2ccc(-c3nc(-c4ccccn4)no3)cc2[N+](=O)[O-])cc1	-6%
13	NC(=O)c1sc2nc(-c3ccccc3)c3c(c2c1N)CCCC3	-14%
18	CC(C)Oc1ccc(C(=O)N(Cc2ccco2)c2ccccn2)cc1	-22%

Additional compounds.
Under each structure – IDH1 R132H inh	PI4K2A block	RXFP1 agonist	LDHA block	Vif-APOBEC3G blk	USP1-UAF1 inh	GRP78 ERSR act	TrxR1 substrate	Vif-A3F inh
21	CCOC(=O)Nc1ccc(C(=O)NCC2CCCO2)cc1 (centres undefined)
  11%	6	-0.8%	-4	1%	12%	-2%	2%	-7%
22	COc1cc(OC)cc(OC2(C)CCN(Cc3ccc(OC(C)C)cc3)C2)c1 (centres undefined)
  /	6	/	-3	-4%	/	5%	/	/
23	Cc1ccc(-c2nnc(SCC(=O)Nc3ccc4c(c3)oc3ccccc34)n2C)c(Cl)c1
  2%	-1	-0.2%	0	1%	2%	-4%	-3%[57.1 µM]	1%
24	COc1ccccc1-n1cnc2cc(NS(=O)(=O)c3ccccc3)ccc21
  8%	-5	0.4%	-3	1%	-5%	6%	-7%	-2%
25	CCN(CC)CCOc1ccc(Br)cc1
  4%	2	1.2%	-12	-1%	-1%	-2%	8%	-1%
26	Cc1ccc(C2(C)NC(=O)N(Cc3c(C)noc3C)C2=O)cc1 (centres undefined)
  6%	2	-0.5%	-6	-1%	-15%	7%	-1%	-1%
27	CN1C(C(=O)NC(C)(C)C)=CC(c2ccc3c(c2)OCO3)=NS1(=O)=O
  13%	0	5.4%	-1	1%	?	-2%	-2%	2%
28	CN(CC(=O)Nc1cccc(F)c1)C(=O)c1cc(S(=O)(=O)N2CCCCC2)ccc1N1CCOCC1
  -10%	2	-0.3%	-6	-3%	-19%	-3%	3%[57.1 µM]	-3%
29	COc1ccc(-c2sc3ccccc3c2C#CCCO)cc1
  1%	0	2.6%	2	-5%	-21%	-1%	8%	-12%
30	COC(=O)c1ccc(OCC(=O)NCCC2=CCCCC2)c(OC)c1
  9%	-1	/	-6	1%	-13%	-1%	-1%	12%
31	COc1ccc(C(=O)O)cc1NC(=S)NC(=O)CSc1ccc(Cl)cc1
  -4%	-5	1.3%	-10	0%	?	-1%	12%[57.1 µM]	8%
32	O=C(COCc1cc(-c2ccc(F)cc2)on1)Nc1cc(Cl)ccc1O
  -4%	-1	0.6%	-16	-5%	2%	1%	3%	-15%
33	Cc1cccc(C)c1OCC(O)CNC(C)C (centres undefined)
  -1%	-15	1.9%	-9	4%	-2%	-2%	-2%	-2%
34	C[C@H](CO)N1C[C@H](C)[C@@H](CN(C)S(=O)(=O)c2ccccc2)Oc2c(NS(=O)(=O)c3ccc(F)cc3)cccc2C1=O
  4%	-2	/	-1	-1%	-28%	-1%	7%[57.1 µM]	9%
35	Cc1n[nH]c(=O)c2c(NC(=O)CSc3nncn3C(C)C)oc(C)c12
  3%	-7	2.9%	0	-3%	-11%	-5%	-13%	3%
36	CCOc1cc(N2CCOCC2)c(OCC)cc1NC(=O)C1CC(=O)N(c2ccccc2OCC)C1 (centres undefined)
  -2%	5	-1.3%	8	-8%	-4%	-5%	-5%	0%
37	CC1CCCCC1NC(=O)CCNS(=O)(=O)c1ccc(Cl)cc1 (centres undefined)
  -7%	-5	4.5%	1	1%	-23%	0%	2%	0%
38	COc1ccc(-c2[nH]ncc2CN(Cc2nccn2C)C(C)C)c(F)c1
  -11%	-2	-0.5%	-19	0%	-1%	-5%	-6%	-4%
39	COc1ccc(CCN2C(=O)CC(NNC(=O)c3ccc(F)cc3)C2=O)cc1OC (centres undefined)
  4%	3	0.2%	-6	1%	-9%	-2%	-1%	6%

Entries of single compounds, quoted from the list. Screens in order: IDH1 R132H inh, PI4K2A block, RXFP1 agonist, LDHA block, Vif-APOBEC3G blk, USP1-UAF1 inh, GRP78 ERSR act, TrxR1 substrate, Vif-A3F inh
CCn1c(Oc2ccccc2C)nc2c1c(=O)n(C)c(=O)n2C is listed as 11%, -2, 0.1%, 0, 5%, -1%, -3%, 5%, ?
O=C(NCCCN1CCN(c2ccc(F)cc2)CC1)c1cccc(N2CCCC2=O)c1 is listed as -6%, -5, 0.8%, 0, -4%, -4%, 5%, 2%, -5%
